SENP8 block-1: SENP8 protease inhibitors, primary screen, biochemical, luminescence; Sentrin-specific protease 8 (Homo sapiens), Q96LD8; purified SENP8, Z-RLRGG-aminoluciferin cleavage; inhibition, % at 10 µM; 1.2% of 330,000 active; AID 2540, 2010; in the data active = inhibition above about 50%
SENP1 inh: human SENP1 catalytic domain inhibitors, primary screen, biochemical, FRET, uHTS; Sentrin-specific protease 1 (Homo sapiens), Q9P0U3; recombinant SENP1 catalytic domain, CyPet-SUMO1-YPet FRET cleavage; inhibition, % at 10 µM; 0.21% of 360,000 active; AID 624204, 2012;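 active = inhibition at least 30% at 10 µM, raw YFP signal under a set limit, fluorescence ratio 0.5 to 1.5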;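 also: 0% = enzyme with DMSO and 100% = no enzyme wells; some results filed as inactive read as strong as hits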
Target sequence (Q9P0U3 419-644 limits assumed): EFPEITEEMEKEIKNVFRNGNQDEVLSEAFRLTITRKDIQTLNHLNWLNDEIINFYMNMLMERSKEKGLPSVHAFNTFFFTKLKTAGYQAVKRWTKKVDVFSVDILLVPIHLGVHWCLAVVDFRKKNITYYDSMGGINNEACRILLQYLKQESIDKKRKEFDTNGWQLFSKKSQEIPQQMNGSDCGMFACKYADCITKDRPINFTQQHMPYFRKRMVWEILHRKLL
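Test system: human SENP1 catalytic domain; medium: Tris pH 8 buffer plus EDTA, NaCl, BME, BSA, NP40, catalase; incubation: 50 min reaction at room temperature; technique: FRET, CFP and YFP emission; controls: no-enzyme low control and enzyme-plus-DMSO high control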
SENP7 block: SENP7 protease inhibitors, primary screen, biochemical, luminescence, uHTS. recombinant SENP7, Z-RLRGG-aminoluciferin luminescence, 40 min. inhibition, % at 5 µM. 1.5% of 330,000 active. AID 434973, 2010;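 active = inhibition above about 50% at the single test dose, limit read from the data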;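 also: plate controls were DMSO with enzyme for no effect and no enzyme buffer wells for full effect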
Target sequence (Q9BQF6 706-1050 limits assumed): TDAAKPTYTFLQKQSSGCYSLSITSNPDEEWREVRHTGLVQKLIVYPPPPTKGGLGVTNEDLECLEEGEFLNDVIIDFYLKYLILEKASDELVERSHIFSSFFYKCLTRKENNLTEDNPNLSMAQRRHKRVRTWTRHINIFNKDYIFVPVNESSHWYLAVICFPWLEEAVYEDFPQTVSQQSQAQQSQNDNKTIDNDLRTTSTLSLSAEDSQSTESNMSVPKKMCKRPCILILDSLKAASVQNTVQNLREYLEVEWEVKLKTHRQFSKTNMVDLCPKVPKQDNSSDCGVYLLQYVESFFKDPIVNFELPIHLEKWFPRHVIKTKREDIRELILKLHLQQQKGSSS
Apaf-1 inh: inhibitors of human Apaf-1 apoptosome, primary screen, biochemical, DEVD-Rh110 fluorescence, uHTS; inhibition, % at 20 µM; 0.71% of 330,000 active; Apoptotic protease-activating factor 1 (Homo sapiens), O14727; reconstituted apoptosome caspase-3 activity; active = inhibition of at least 40% at 20 µM;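 also: plate controls were DMSO wells for no effect and DEVD-CHO caspase inhibitor wells for full effect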
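Material: reconstituted apoptosome with Apaf-1, cytochrome c, caspase-9, procaspase-3, dATP. Technique: Rh110 fluorescence intensity. Buffer or medium: pH 7.5 Hepes buffer with CHAPS, BSA, DTT. Times: 30 min plus 50 min, RT.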
PfGluPho inh: PfG6PD enzyme inhibitors, primary screen, biochemical, fluorescence intensity, uHTS; glucose-6-phosphate dehydrogenase-6-phosphogluconolactonase (Plasmodium falciparum 3D7); PfGluPho enzyme, NADPH resazurin-diaphorase fluorescence; inhibition, % at 20 µM; 0.78% of 350,000 active;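 active = inhibition reaching at least a set limit at 20 µM in the primary screen, cut at about 59% in these data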;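 also: 0% = DMSO wells with substrate and 100% = DMSO wells lacking glucose-6-phosphate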
HKDC1 inh: HKDC1 hexokinase inhibitors, primary screen, biochemical, fluorescence, uHTS; 0.16% of 340,000 active; Q2TB90; inhibition, % at 20 µM; AID 493160, 2011; recombinant HKDC1, G6PDH/diaphorase resazurin coupled fluorescence;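 active = inhibition above about 35% when tested at 20 µM, limit read from the data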;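 also: plate controls were DMSO wells with enzyme for no effect and DMSO wells lacking enzyme for full effect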
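Test system: recombinant HKDC1 (HK5) hexokinase enzyme, produced in-house / Doses: 20 µM test compound, 1% DMSO / Timing: 90 min, room temperature / Detection: G6PDH/diaphorase-coupled fluorescence, 1 mM NADP, 100 µM resazurin, 525/613 nm / Control set: DMSO wells with and without enzyme mix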
SENP6 inh: SENP6 protease inhibitors, primary screen, biochemical, luminescence, uHTS; Sentrin-specific protease 6 (Homo sapiens), Q9GZR1; inhibition, % at 10 µM; 1.8% of 330,000 active; AID 2599, 2010; Recombinant SENP6 catalytic domain, aminoluciferin luminescence;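 active = inhibition above about 50% at the single tested dose, limit read from the data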;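 also: plate controls were DMSO wells with enzyme for no effect and DMSO wells lacking enzyme for full effect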
Target sequence (Q9GZR1 628-1112 limits assumed): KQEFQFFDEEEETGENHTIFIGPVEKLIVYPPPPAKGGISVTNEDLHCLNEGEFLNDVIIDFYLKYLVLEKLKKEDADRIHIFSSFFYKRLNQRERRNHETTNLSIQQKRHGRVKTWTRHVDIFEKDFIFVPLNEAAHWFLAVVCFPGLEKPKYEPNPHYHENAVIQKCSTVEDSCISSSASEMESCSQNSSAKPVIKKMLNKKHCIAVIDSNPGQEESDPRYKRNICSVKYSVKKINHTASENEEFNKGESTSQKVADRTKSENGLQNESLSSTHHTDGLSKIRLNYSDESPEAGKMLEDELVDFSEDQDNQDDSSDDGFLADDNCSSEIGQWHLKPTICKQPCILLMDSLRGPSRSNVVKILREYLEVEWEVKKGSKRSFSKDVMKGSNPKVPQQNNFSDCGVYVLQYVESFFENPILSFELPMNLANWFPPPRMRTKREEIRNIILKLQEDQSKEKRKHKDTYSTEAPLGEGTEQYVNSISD
SENP8 block-2: human SENP8 protease inhibitors, primary screen, biochemical, fluorescence, Nedd8 protein substrate, uHTS; Sentrin-specific protease 8 (Homo sapiens), Q96LD8; recombinant SENP8; inhibition, % at 20 µM; 0.64% of 360,000 active; AID 602440, 2012; in the data active = inhibition mostly above about 40%, no sharp cut-off; inactive = mostly below about 27%
* hit, by the source's call; / = not tested or not shown.

#1 COc1ccccc1N1CCN(C(=O)CN(c2ccccc2OC)S(=O)(=O)c2ccccc2)CC1
#2 NC(=O)c1ccsc1NC(=O)CCS(=O)(=O)c1ccc(Cl)cc1
#3 CCC1CCCCN1CCCNC(=O)C1CCN(c2nnc(-n3cccc3)s2)CC1 (configuration not stated)
#4 CC(C)CN(C(=O)COC(=O)CSc1ccccc1F)c1c(N)n(Cc2ccccc2)c(=O)[nH]c1=O
#5 COc1ccc(NC(=O)Nc2ccc(F)c(F)c2)c(OC)c1
#6 Cc1ccccc1NS(=O)(=O)c1ccc(NC(=O)c2ccco2)cc1
assay / entry,1,2,3,4,5,6
SENP8 block-1,4,1,14,-8,-4,-2
SENP1 inh,2,-4,-1,1,0,1
SENP7 block,6,2,-6,-6,1,-5
Apaf-1 inh,-1,12,20,1,12,-1
PfGluPho inh,-11,7,-3,-1,11,0
HKDC1 inh,-8,-5,-5,-4,-9,0
SENP6 inh,7,-5,-4,-9,-5,-14
SENP8 block-2,8,-6,14,4,22,17

#7 Cc1ccc(-c2cc(C(F)(F)F)n3ncc(C(=O)NCc4ccco4)c3n2)cc1
#8 COc1ccc(-c2cc3c(=O)n(CC(=O)NCc4cccnc4)nc(C)n3n2)cc1
#9 CSCCC1NC(=O)N(CC(=O)Nc2ccc(-c3ccccc3)cc2)C1=O (configuration not stated)
#10 COc1cccc(CNC(=O)CCNS(=O)(=O)c2ccc(Br)s2)c1
#11 O=C(c1cc(COc2c(F)cccc2F)on1)N1CCCCCC1
#12 O=Cc1c(NCc2ccccc2Cl)c2ccccc2[nH]c1=O
assay / entry,7,8,9,10,11,12
SENP8 block-1,4,-11,-15,9,-9,10
SENP1 inh,-18,3,-1,0,1,-1
SENP7 block,-2,-14,-6,3,4,-1
Apaf-1 inh,5,3,6,5,1,-9
PfGluPho inh,7,3,-13,16,-4,-11
HKDC1 inh,11,-3,0,-5,-12,3
SENP6 inh,-10,-19,-9,-15,-4,2
SENP8 block-2,-430,-70,11,4,10,22

#13 COc1cc(NC(=O)COC(=O)c2ccccc2F)cc(OC)c1
#14 Cc1cc(C(=O)NNC(=O)c2cccs2)nn1C(C)(C)C
#15 CCCCNC(=O)c1[nH]c(C)c(C(C)=O)c1C
#16 COC(=O)c1ccccc1Oc1cc(C(F)(F)F)nc(-c2ccccn2)n1
#17 O=C(Nc1ccnn1C1CCN(Cc2ccccc2OCCO)CC1)c1cccc(F)c1
#18 COCCN(CCOC)S(=O)(=O)c1ccc(C(=O)Nc2nc3c(s2)CCc2ccccc2-3)cc1
assay / entry,13,14,15,16,17,18
SENP8 block-1,-4,5,6,-5,-7,/
SENP1 inh,2,2,0,4,1,-3
SENP7 block,-4,-3,-1,-5,-9,/
Apaf-1 inh,-18,2,-8,7,10,/
PfGluPho inh,6,-6,8,5,-6,-5
HKDC1 inh,-11,-14,-8,-2,-7,8
SENP6 inh,1,5,-6,-9,13,/
SENP8 block-2,1,2,21,22,-2,-11

#19 O=C(NC1CCCC1)C1CCCN(S(=O)(=O)c2ccc(-n3cnnn3)cc2)C1 (configuration not stated)
#20 Cc1cc(=O)oc2c(C)c(OC(C)C(=O)NCC3CCC(C(=O)O)CC3)ccc12 (configuration not stated)
#21 C=CCOc1c(Br)cc(CNn2c(C)n[nH]c2=S)cc1OC
#22 CCO[C@H]1OC(C(N)=O)=C[C@@H](C2CCCCC2)[C@@H]1CCCO
#23 COCC(C)NC(=O)CCc1nnc(C2(c3ccc(Cl)cc3)CCC2)o1 (configuration not stated)
#24 COc1ccc(C(=O)NN=C2CCCC2)c(OC)c1
assay / entry,19,20,21,22,23,24
SENP8 block-1,6,-4,-6,-12,-10,-10
SENP1 inh,1,2,-1,1,1,-1
SENP7 block,3,1,8,9,-1,18
Apaf-1 inh,-4,-4,4,-3,-5,2
PfGluPho inh,4,19,22,3,0,-10
HKDC1 inh,-2,-1,-1,0,-3,-5
SENP6 inh,2,8,5,-26,-3,-7
SENP8 block-2,19,-170,4,16,12,13

#25 O=C(O)[C@H]1CCCC[C@H]1C(=O)Nc1ccc(S(=O)(=O)N2CCCCC2)cc1
#26 Cc1ccc(CN2CCN(/N=C\C=C\c3ccccc3)CC2)cc1
#27 Cc1n[nH]c(C)c1Sc1ccccc1N
#28 Cc1ccc(CNC(=O)c2ccccc2SCC(=O)NCC2CCCCC2)cc1
#29 N#C/C(=C(/O)c1ccco1)c1nc2ccccc2[nH]1
#30 O=C(Nc1ccc(S(=O)(=O)NCC2CCCO2)cc1)C1CC(=O)N(c2ccccc2)C1 (configuration not stated)
assay / entry,25,26,27,28,29,30
SENP8 block-1,-15,-1,9,-5,0,-6
SENP1 inh,-1,3,3,0,-18,-1
SENP7 block,-12,-11,1,3,-1,-12
Apaf-1 inh,8,11,-3,9,4,2
PfGluPho inh,-6,13,11,21,-10,-3
HKDC1 inh,-3,-5,-5,-12,0,-5
SENP6 inh,-13,-10,10,2,31,-22
SENP8 block-2,12,10,15,27,-48,6

Single records, as listed above. Order of screens: SENP8 block-1	SENP1 inh	SENP7 block	Apaf-1 inh	PfGluPho inh	HKDC1 inh	SENP6 inh	SENP8 block-2
Listed for `N#C/C(=C(/O)c1ccco1)c1nc2ccccc2[nH]1` = 0	-18	-1	4	-10	0	31	-48
Listed for `Cc1ccc(CNC(=O)c2ccccc2SCC(=O)NCC2CCCCC2)cc1` = -5	0	3	9	21	-12	2	27

(next part)
#31 CC(C)CC(NC(=O)C(NC(=O)OC(C)(C)C)C(C)C)C(N)=O (configuration not stated)
#32 Cc1cc(C)c(S(=O)(=O)NC2CC(C)(C)NC(C)(C)C2)cc1Br
#33 CN(C)/C=N/c1cnc(C(=O)c2ccc(Cl)cc2)n1C
#34 O=C(CCCn1c(SCc2cccc([N+](=O)[O-])c2)nc2ccccc2c1=O)NCC1CCCO1 (configuration not stated)
#35 CCC1CCCCN1C(=O)c1c(-c2ccccc2)noc1C (configuration not stated)
#36 CCOC(=O)COc1ccc(Cl)cc1C1NC(=O)NC(C)=C1C(C)=O (configuration not stated)
assay / entry,31,32,33,34,35,36
SENP8 block-1,1,-9,-15,-2,-12,-16
SENP1 inh,-2,1,-12,0,0,-2
SENP7 block,-1,-5,-11,6,-6,7
Apaf-1 inh,-8,-17,9,11,5,-1
PfGluPho inh,-1,-11,2,7,-4,-9
HKDC1 inh,3,-8,-6,0,-8,3
SENP6 inh,-5,13,-13,6,-7,-5
SENP8 block-2,11,5,10,1,11,21

#37 O=C(c1ccc(F)cc1)N(NC(=O)C(O)(c1ccccc1)c1ccccc1)c1ccccc1
#38 c1ccc([C@H]2CN3CCSC3=N2)cc1
#39 CN(C)S(=O)(=O)c1cccc(NC(=O)COC(=O)c2cc(-c3cccc(Br)c3)nc3ccccc23)c1
#40 CCOC(=O)N1CCN(C(=O)CCCOc2ccccc2)CC1
#41 C=Cc1ccc(Cn2nc(-c3ccccc3)ccc2=O)cc1
#42 O=c1[nH]n2c(=O)c3c([nH]c2c1N=Nc1cccc(Cl)c1)CCC3
assay / entry,37,38,39,40,41,42
SENP8 block-1,-3,-1,-10,-5,-10,/
SENP1 inh,0,-2,2,0,2,2
SENP7 block,7,3,3,5,-11,/
Apaf-1 inh,-4,-7,-7,-22,14,/
PfGluPho inh,-5,-5,9,-16,5,-5
HKDC1 inh,3,-7,0,-9,1,12
SENP6 inh,4,4,2,-11,-28,/
SENP8 block-2,20,8,-21,5,-10,27

3 records picked at random from those above, as already listed:
#38 c1ccc([C@H]2CN3CCSC3=N2)cc1
#40 CCOC(=O)N1CCN(C(=O)CCCOc2ccccc2)CC1
#42 O=c1[nH]n2c(=O)c3c([nH]c2c1N=Nc1cccc(Cl)c1)CCC3
assay / entry,38,40,42
SENP8 block-1,-1,-5,/
SENP1 inh,-2,0,2
SENP7 block,3,5,/
Apaf-1 inh,-7,-22,/
PfGluPho inh,-5,-16,-5
HKDC1 inh,-7,-9,12
SENP6 inh,4,-11,/
SENP8 block-2,8,5,27

New compounds follow
#43 O=S1(=O)CCO[C@H]2Cc3ccccc3[C@H]2N1Cc1ccc(F)cc1
#44 O=C(COC(=O)c1cc(S(=O)(=O)N2CCCCC2)ccc1Cl)NC1CCS(=O)(=O)C1 (configuration not stated)
#45 N#Cc1nc(COc2ccc(F)cc2)oc1N1CCCCC1
#46 O=[N+]([O-])c1ccc(COc2ccccc2CN2CCCC2)cc1
#47 Cc1sc2nc(SCC(=O)Nc3ccc(Cl)c(C(=O)O)c3)[nH]c(=O)c2c1C
#48 CCN(CC(=O)Nc1c(F)cccc1F)C(=O)/C=C/c1cn(Cc2ccccc2)nc1-c1cccnc1
assay / entry,43,44,45,46,47,48
SENP8 block-1,4,-12,2,/,/,-6
SENP1 inh,2,4,3,2,2,-13
SENP7 block,1,0,4,/,/,6
Apaf-1 inh,4,16,5,/,/,39
PfGluPho inh,-18,-8,-4,30,-5,-8
HKDC1 inh,0,2,0,2,-3,0
SENP6 inh,-4,-2,-6,/,/,-13
SENP8 block-2,21,8,23,17,3,-40

#49 O=C(Nc1ccccn1)c1csc2c1CCCC2
#50 Cc1ccc(N=C2NC(=O)CC(C(=O)Nc3ccc4c(c3)OCO4)S2)cc1 (configuration not stated)
#51 Cc1ccc(NS(=O)(=O)c2ccc(N/N=C/c3ccccc3OCC(=O)O)c([N+](=O)[O-])c2)c(C)c1
#52 CSCCC(NC(=O)OC(C)(C)C)C(=O)NC(CC(C)C)C(N)=O (configuration not stated)
#53 COc1ccccc1NC(=O)CSc1ncn(-c2ccccc2)n1
#54 Cc1ccc(/C=C/C(=O)Nc2ccc(N(C)C)cc2)o1
assay / entry,49,50,51,52,53,54
SENP8 block-1,2,1,10,-6,-17,0
SENP1 inh,7,-1,5,0,0,4
SENP7 block,-1,9,1,-7,-2,0
Apaf-1 inh,5,15,1,4,7,5
PfGluPho inh,7,-4,-30,8,2,35
HKDC1 inh,-2,4,4,-1,10,17
SENP6 inh,24,-11,24,-10,-26,15
SENP8 block-2,7,37,50*,26,2,38

#55 COC(C(=O)Nc1ccc(Cl)cc1C)c1ccccc1 (configuration not stated)
#56 Cc1ccc2c(Cl)c(C(=O)Nc3ccc4c(c3)OCO4)sc2c1
#57 O=C(N/N=C/c1ccco1)c1cc(C2CC2)nc2ccccc12
#58 Cc1ccc(NC(=O)CN(c2ccc3c(c2)OCO3)S(=O)(=O)c2c(C)n[nH]c2C)cc1
#59 O=C(Cn1cccc1C(=O)c1ccccc1)NCc1ccc2c(c1)OCO2
#60 CCN1CCN(C(=O)CN(Cc2ccccc2)S(C)(=O)=O)CC1
assay / entry,55,56,57,58,59,60
SENP8 block-1,1,-8,-4,-4,-9,5
SENP1 inh,0,-24,/,-4,-2,1
SENP7 block,2,17,7,3,-9,0
Apaf-1 inh,0,1,-13,-1,15,-6
PfGluPho inh,2,4,/,9,18,-2
HKDC1 inh,10,10,/,-3,-4,-6
SENP6 inh,7,24,8,-8,-31,0
SENP8 block-2,23,-421,/,-6,24,9
